# Bioassay records (PubChem BioAssay)
# BoNT-A LC inh2 = BoNT/A light chain protease inhibitors, primary screen, biochemical, flow cytometry, MLPCN library. Botulinum neurotoxin type A light chain protease (Clostridium botulinum A str. ATCC 3502). hit rate 0.17% among 360,000. multiplex microsphere protease substrate cleavage. inhibition, % at 10 µM; note: plate controls were buffer without enzyme for full effect and enzyme alone for no effect
# CCHF vOTU inh = CCHFV vOTU protease inhibitors, primary screen, biochemical, Pep-AMC substrate, fluorescence. inhibition, % at 11.5 µM. AID 651958, 2012. hit rate 0.55% among 370,000; in the data active = inhibition above about 30%; note: 0% = vehicle wells with enzyme and 100% = no enzyme wells
# PfHsp40 yeast = rescue of yeast from PfHsp40 toxicity, primary screen, S. cerevisiae, ATP luminescence. S. cerevisiae expressing PfHsp40, growth rescue. growth rescue, % at 12.5 µM. hit rate 0.68% among 340,000. AID 504582, 2011; in the data active = growth rescue above about 28%, passing the limit was not always enough; inconclusive = no clear call, values can overlap the other calls;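 note: yeast W303a lacking pdr1 and pdr3 grown in galactose medium; growth measured after three days at 30 °C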
# Yp Topo-I inh = Yersinia pestis topoisomerase I inhibitors, primary screen, biochemical, cleavage product accumulation, plate reader, single point; DNA topoisomerase I (Yersinia pestis CO92); Y. pestis Topo-I cleavage product accumulation; activity, % at 10 µM; hit rate 0.064% among 360,000; in the data active = activity above about 50%, passing the limit was not always enough; inconclusive = no clear call, values can overlap the other calls; note: inactives centre near 2
# FadD28 FP inh = inhibitors of FadD28 bisubstrate probe binding, primary screen, biochemical, fluorescence polarization, single point | Mycobacterium tuberculosis FadD28 fatty-acid-AMP ligase | inhibition, % at 12.5 µM | hit rate 0.22% among 360,000 | AID 588549, 2011; in the data active = inhibition above about 8.5%, passing the limit was not always enough; inconclusive = no clear call, values can overlap the other calls
# PrPC TRFRET = inhibitors of human cell surface prion protein PrPC, primary screen, cell-based, TR-FRET. Major prion protein (Homo sapiens), P04156. TR-FRET read-out. inhibition, % at 13.8 µM. hit rate 0.43% among 370,000. AID 720596, 2013; in the data active = inhibition above about 24%; note: 0% = median of the test wells and 100% = reference compound wells
# BoNT-F LC inh = BoNT/F light chain protease inhibitors, primary screen, biochemical, flow cytometry, MLPCN library. hit rate 0.22% among 360,000. Multiplex microsphere protease cleavage assay. inhibition, % at 10 µM. Botulinum neurotoxin type F light chain protease (Clostridium botulinum); in the data active = inhibition above about 35%, passing the limit was not always enough; inconclusive = no clear call, values can overlap the other calls; note: plate controls were buffer without enzyme for full effect and enzyme alone for no effect
# TcdB inh = TcdB glycohydrolase inhibitors, primary screen, biochemical, single point, plate reader | Toxin B (Clostridioides difficile), P18177 | TcdB glycohydrolase enzymatic assay | inhibition, % at 9.99 µM | hit rate 0.24% among 350,000; in the data active = inhibition above about 10%
# Target sequence (P18177 whole entry, looked up): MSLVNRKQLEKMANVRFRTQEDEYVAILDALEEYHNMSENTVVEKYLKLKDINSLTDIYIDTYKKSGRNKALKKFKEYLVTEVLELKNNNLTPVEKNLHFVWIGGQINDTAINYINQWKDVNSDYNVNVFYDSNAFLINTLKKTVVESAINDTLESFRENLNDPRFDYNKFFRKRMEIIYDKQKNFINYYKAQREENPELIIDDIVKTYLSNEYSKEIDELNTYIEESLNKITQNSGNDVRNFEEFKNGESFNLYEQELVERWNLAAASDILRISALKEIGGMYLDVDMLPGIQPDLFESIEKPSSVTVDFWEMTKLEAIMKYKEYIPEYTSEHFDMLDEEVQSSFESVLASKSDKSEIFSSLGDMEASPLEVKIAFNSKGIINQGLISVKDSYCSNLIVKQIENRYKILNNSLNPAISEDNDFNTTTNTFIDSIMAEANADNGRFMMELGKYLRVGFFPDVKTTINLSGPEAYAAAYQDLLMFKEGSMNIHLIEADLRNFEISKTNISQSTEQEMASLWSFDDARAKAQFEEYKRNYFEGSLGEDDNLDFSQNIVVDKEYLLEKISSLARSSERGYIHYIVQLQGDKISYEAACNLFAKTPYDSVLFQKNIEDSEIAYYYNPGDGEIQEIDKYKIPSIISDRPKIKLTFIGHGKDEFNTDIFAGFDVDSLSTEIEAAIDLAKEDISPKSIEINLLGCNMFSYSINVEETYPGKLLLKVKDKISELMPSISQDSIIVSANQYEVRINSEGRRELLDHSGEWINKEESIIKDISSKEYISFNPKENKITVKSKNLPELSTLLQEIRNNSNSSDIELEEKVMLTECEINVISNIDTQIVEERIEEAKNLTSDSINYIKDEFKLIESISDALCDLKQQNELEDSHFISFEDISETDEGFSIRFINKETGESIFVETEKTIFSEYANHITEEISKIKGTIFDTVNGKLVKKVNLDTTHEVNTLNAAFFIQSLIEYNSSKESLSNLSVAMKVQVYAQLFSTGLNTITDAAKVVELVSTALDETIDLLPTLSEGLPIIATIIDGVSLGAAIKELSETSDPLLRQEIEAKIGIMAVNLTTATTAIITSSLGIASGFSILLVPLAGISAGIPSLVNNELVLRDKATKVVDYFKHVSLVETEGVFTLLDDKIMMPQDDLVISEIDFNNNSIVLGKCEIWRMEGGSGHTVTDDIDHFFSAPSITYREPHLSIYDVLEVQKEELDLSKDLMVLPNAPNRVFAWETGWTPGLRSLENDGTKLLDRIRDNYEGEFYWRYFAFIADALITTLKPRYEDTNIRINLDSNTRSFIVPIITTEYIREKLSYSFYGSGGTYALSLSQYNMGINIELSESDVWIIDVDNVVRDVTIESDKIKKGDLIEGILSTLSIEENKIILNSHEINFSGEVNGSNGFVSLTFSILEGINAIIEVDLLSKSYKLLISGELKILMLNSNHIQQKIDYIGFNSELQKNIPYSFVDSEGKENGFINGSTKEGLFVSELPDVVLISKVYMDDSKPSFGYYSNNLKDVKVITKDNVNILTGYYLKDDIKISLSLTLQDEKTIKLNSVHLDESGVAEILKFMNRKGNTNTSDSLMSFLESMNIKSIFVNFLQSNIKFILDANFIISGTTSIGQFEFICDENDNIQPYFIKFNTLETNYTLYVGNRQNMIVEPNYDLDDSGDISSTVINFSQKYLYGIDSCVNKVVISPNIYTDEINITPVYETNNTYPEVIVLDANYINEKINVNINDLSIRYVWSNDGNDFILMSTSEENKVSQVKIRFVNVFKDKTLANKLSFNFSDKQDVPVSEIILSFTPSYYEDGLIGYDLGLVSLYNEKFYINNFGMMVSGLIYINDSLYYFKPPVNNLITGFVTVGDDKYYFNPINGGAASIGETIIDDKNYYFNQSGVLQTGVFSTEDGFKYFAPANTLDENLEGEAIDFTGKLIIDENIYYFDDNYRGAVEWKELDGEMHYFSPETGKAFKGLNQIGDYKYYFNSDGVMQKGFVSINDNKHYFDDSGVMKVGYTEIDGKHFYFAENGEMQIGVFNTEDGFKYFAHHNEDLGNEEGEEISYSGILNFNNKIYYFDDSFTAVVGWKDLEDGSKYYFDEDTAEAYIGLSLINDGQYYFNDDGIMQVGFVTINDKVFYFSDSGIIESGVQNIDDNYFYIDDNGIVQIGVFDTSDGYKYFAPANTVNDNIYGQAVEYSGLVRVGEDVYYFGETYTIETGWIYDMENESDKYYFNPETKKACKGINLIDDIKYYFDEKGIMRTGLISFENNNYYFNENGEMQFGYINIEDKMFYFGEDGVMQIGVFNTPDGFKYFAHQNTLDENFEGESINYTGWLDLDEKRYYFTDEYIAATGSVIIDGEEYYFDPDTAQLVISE
# Anthrax LF inh2 = Bacillus anthracis LF protease inhibitors, primary screen, biochemical, multiplex microsphere, MLPCN library | Lethal factor (Bacillus anthracis), P15917 | multiplex microsphere protease cleavage assay | inhibition, % at 10 µM | hit rate 0.12% among 360,000; note: plate controls were buffer without enzyme for full effect and enzyme alone for no effect
# * marks the source's active call; other numbers are inactive results; u = inconclusive; x = no result given. Cut-off read from the data, not from the text of the source, unless noted: active = inhibition above about 30%; inconclusive = no clear call, values can overlap the other calls; inactive = below that.
SMILES,BoNT-A LC inh2,CCHF vOTU inh,PfHsp40 yeast,Yp Topo-I inh,FadD28 FP inh,PrPC TRFRET,BoNT-F LC inh,TcdB inh,Anthrax LF inh2
CC(C)Cc1ccc(CN2CCCC(NC(=O)CCN3CCCO3)C2)cc1 (configuration not stated),0.0,16.6,1.7,-6.0,-3.0,2.9,-0.2,-0.1,-2.1
CCOC(=O)C(=O)Nc1ccc(Oc2ccccc2)cc1,0.3,-8.5,6.7,-2.2,-1.8,0.7,-7.9,2.6,-0.6
Cc1cc([N+](=O)[O-])nn1CC(=O)Nc1sc2c(c1C(N)=O)CCCC2,0.3,-4.4,-1.4,-8.3,0.7,2.4,-2.2,0.8,-5.6
Cc1ccc2[nH]c(=O)c(CN(CCc3ccccc3)C(c3nnnn3Cc3ccco3)C(C)C)cc2c1 (configuration not stated),-0.1,21.5,2.9,29.0,-6.2,1.6,-1.0,0.4,-3.9
CCCC(C)CC1(CCO)C(=O)NC(=S)NC1=O (configuration not stated),-0.5,-11.0,1.2,3.9,-0.3,-1.9,-0.3,1.4,-3.3
CC(C)(C)C(=O)NC(=S)Nc1ccccc1N1CCCC1,-0.5,3.0,15.4,5.0,-1.8,2.6,-4.4,1.6,-0.9
CN(C(=O)COC(=O)c1ccc(S(=O)(=O)N2CCCCCC2)cc1)c1ccccc1,0.4,11.0,x,-0.1,-0.1,5.3,0.7,0.8,-4.0
O=C(Nc1ccccc1N1CCOCC1)c1cccc2ccccc12,-0.1,4.6,x,19.0,-3.7,1.4,-1.8,-0.9,-1.3
Clc1ccc(OCc2nc(-c3ccncc3)no2)c(Cl)c1,1.3,6.3,21.4,18.3,-3.3,17.2,-15.7,x,-3.0
O=C(CSc1nc(NS(=O)(=O)c2ccccc2)cc(=O)[nH]1)Nc1ccc(Cl)cc1,-0.2,1.2,-0.4,-11.3,-1.7,-2.5,-8.8,-0.2,-4.5
CCOc1cc(/C=C2\C(=N)N3N=CSC3=NC2=O)ccc1OS(=O)(=O)c1ccccc1,-0.2,10.9,-2.4,8.8,-4.8,1.1,7.3,0.9,2.1
CC(C)Cc1nc2sc3c(SCC(N)=O)ncnc3c2c2c1CCC2,3.7,1.3,0.6,2.9,-1.1,-2.1,9.0,1.4,17.5
Cc1ccc2cc3c(N)[nH]nc3nc2c1,0.9,3.7,0.0,0.1,-2.2,-15.5,-3.1,4.7,0.4
COc1cc(/C=N/NC(=O)CC2(C)OCCO2)cc(Br)c1O,-0.1,-5.4,2.0,-2.9,-2.7,2.6,-0.6,x,-1.6
CCOC(=O)C(C(=O)OCC)C(=O)c1cccc2ccc3ccccc3c12,-0.3,25.9,x,-0.5,-3.5,2.5,4.4,1.5,-5.3
COCCNC(=O)C(c1ccco1)N(C(=O)Cn1nnc2ccccc21)c1ccccc1C (configuration not stated),0.7,3.4,-0.6,-2.0,-2.4,1.7,-5.2,x,0.7
CCc1ccc(N2CN(Cc3cccnc3)CNC2=S)cc1,0.4,20.4,0.2,-4.2,2.9,9.2,3.2,-5.8,-2.6
Cc1cccc(Cn2ccc(-c3ccc(Cl)cc3)c(C#N)c2=O)c1,-0.1,6.5,0.2,-9.2,-1.5,-7.8,-1.8,x,0.8
O=C(COC(=O)CC1CC2CCC1C2)NCc1ccc(Cl)cc1 (configuration not stated),-0.2,4.3,4.3,39.0,-2.1,-5.0,-5.5,3.1,-7.7
O=C(COC(=O)CCc1ccc(S(=O)(=O)N2CCOCC2)cc1)Nc1ccc(Cl)cn1,0.2,3.8,-0.2,2.5,0.7,0.5,-3.7,x,2.3
O=C(CN1CCN(S(=O)(=O)c2ccccc2)CC1)Nc1ccc2c(c1)CCC2,0.2,4.3,1.5,29.4,-4.1,18.3,0.8,-0.1,-3.0
COc1ccc(CNS(=O)(=O)c2ccc3c(c2)C(C)(C)C(=O)N3C)cc1,0.7,5.7,-0.8,3.0,-0.5,1.0,-1.9,3.2,-1.9
CCN1C(=O)[C@@H]2[C@@H]3CN(S(=O)(=O)c4ccc(C)cc4)[C@@H](c4ccccc4Cl)[C@@H]3C(=O)C[C@@H]2C1=O,-0.3,1.6,x,x,-0.2,0.5,-3.8,-9.2,1.5
Cc1ccc(CCCNC(=O)C2CCC(=O)N(Cc3cccc(F)c3)C2)cc1 (configuration not stated),-2.1,7.6,0.0,23.5,-1.8,0.3,-3.1,1.9,1.1
CCN1C(=O)[C@@H]2[C@@H](c3ccc(-c4ccccc4)cc3)N3CCCC[C@@]3(C(=O)OC)[C@@H]2C1=O,-2.7,7.7,0.6,18.1,-0.7,-3.5,3.6,0.8,0.5
CCCOc1ccc2ccccc2c1/C=N/n1c(C)nnc1-n1nc(C)cc1C,0.1,19.1,0.6,22.5,-2.3,10.6,-2.5,x,0.0
Cc1ccc(C(=O)COC(=O)c2ccc(-c3cnc4ccccc4n3)cc2)cc1C,3.0,2.6,0.2,12.5,1.2,-3.5,0.1,0.9,-0.2
CN1/C(=C\C(=O)CN2C(=O)NC3(CCCCCC3)C2=O)C(C)(C)c2ccccc21,8.6,11.0,9.6,30.8,-0.6,11.2,-36.5,x,-0.2
COc1cc2nc(NC(=O)c3ccco3)sc(=O)c2cc1OC,0.5,-7.8,1.6,-3.4,-3.8,-0.5,u,0.9,-5.5
O=C1CCN(Cc2ccccc2)C=C1c1ccc(Br)cc1,0.9,5.3,1.3,40.0,-1.1,8.0,2.1,1.8,-1.0

# Results in BoNT-F LC inh and TcdB inh, for 2 of the compounds above:
smiles	BoNT-F LC inh	TcdB inh
CCc1ccc(N2CN(Cc3cccnc3)CNC2=S)cc1	3.2	-5.8
Cc1cccc(Cn2ccc(-c3ccc(Cl)cc3)c(C#N)c2=O)c1	-1.8	x

# Later entries
SMILES,BoNT-A LC inh2,CCHF vOTU inh,PfHsp40 yeast,Yp Topo-I inh,FadD28 FP inh,PrPC TRFRET,BoNT-F LC inh,TcdB inh,Anthrax LF inh2
COc1ccccc1OCC(=O)Nc1ccc(S(=O)(=O)Nc2nccs2)cc1,-3.3,5.4,0.4,1.8,-3.1,-2.8,6.1,0.9,-11.5
CCCCNC(=S)N1CCC(Cc2ccccc2)CC1,2.1,-1.6,14.2,26.9,-2.3,3.8,3.2,0.2,0.2
CCCCN1C[C@H](COC(=O)CCC)Oc2cccc(F)c2S1(=O)=O,0.1,5.2,0.5,32.7,-1.7,3.1,-4.3,0.8,0.4
COc1ccc(-n2c(-c3ccc(Br)cc3)n[nH]c2=S)cc1,-0.2,-1.5,1.1,9.4,0.2,-2.1,2.3,0.3,5.8
CCOc1cccc(C(=O)NC(=S)Nc2cccnc2)c1,-0.1,2.5,0.3,4.7,-3.7,8.9,0.5,x,0.8
CCn1cc([N+](=O)[O-])c(C(=O)Nc2nc(-c3ccc(C)cc3)c(C)s2)n1,-1.3,x,-0.5,6.5,1.0,x,-5.9,1.5,-0.7
COc1ccccc1C(CNC(=O)CCNC(=O)c1ccccc1Cl)N1CCCC1 (configuration not stated),2.7,1.6,4.4,-4.3,-3.0,2.0,-0.8,1.8,-3.3
O=C(NCc1ccccc1Cl)c1ccc(Br)o1,-0.4,-12.1,0.7,-0.1,-2.6,3.9,0.6,1.4,2.8
Cc1ccc(C)c(NC(=O)CSc2nc(N)c(NC(=O)c3cccs3)c(=O)[nH]2)c1,-0.1,-0.5,-0.4,3.8,-0.3,-7.2,-5.4,-0.3,-14.1
CC(C)NC(=O)NC(=O)COc1ncnc2sccc12,-0.4,5.2,-0.4,6.5,-0.5,3.6,-10.9,x,-3.5
O=C1C(Cl)=C(NCCCN2CCOCC2)C(=O)N1CCc1ccccc1,-0.3,1.6,-2.3,3.4,0.6,-13.5,-2.3,x,-9.3
O=S(=O)(c1ccc(F)cc1)N1CCN(c2nc(-c3ccc(F)cc3)cs2)CC1,-0.8,6.6,0.8,23.9,-0.3,-6.5,-5.3,-0.2,-3.6
CCCCCN(C(=O)CCC(=O)OCC(=O)N(CC)C1CCCCC1)c1c(N)n(CCCC)c(=O)[nH]c1=O,-2.6,1.7,-0.9,13.1,-0.5,3.6,-5.8,0.5,-4.2
CCOc1cccc(N(C(=O)CCC(=O)Nc2cc(C)on2)C(C(=O)NC(C)(C)C)c2ccc(OC)cc2)c1 (configuration not stated),3.3,12.7,0.9,9.6,-2.9,-1.1,5.7,2.2,0.4
COc1ccccc1C(C)NC(=O)CCNC(=O)c1ccc(Cl)cc1 (configuration not stated),0.0,-5.7,-0.5,6.5,-3.1,-9.5,-0.6,0.2,-5.4
COc1ccc(-n2cc(-c3ccc(Br)cc3)[nH]c2=S)cc1,0.0,-5.7,-0.4,13.5,-0.7,2.6,-4.1,0.2,0.2
O=C(c1ccco1)N1CCN(C(=O)c2ccco2)C1=S,-0.7,10.8,-0.6,1.7,-0.1,4.4,4.4,0.8,0.2
CCOc1ccc(N2C(=O)CC(N3CCc4ccccc43)C2=O)cc1 (configuration not stated),-1.4,3.7,-0.3,7.6,0.2,0.5,-2.9,x,-9.3
Cc1nn(Cc2ccccc2)c(Cl)c1C(=O)OC(C)C#N (configuration not stated),-0.4,-0.8,-0.5,-5.5,-2.1,12.2,-7.0,2.0,-0.3
CCS(=O)(=O)N1CCN(c2ncnc3sc(C)c(C)c23)CC1,0.4,-16.2,-0.4,-3.9,0.1,-3.2,5.8,3.9,-3.3
Cc1oc2cc(Br)c(O)c(Br)c2c1C(=O)c1ccccc1,2.8,-3.7,5.6,-6.7,2.4,5.3,9.7,-1.2,0.3
O=C(CCN1C(=O)S/C(=C/c2ccc(F)cc2)C1=O)Nc1ccc(O)c(C(=O)O)c1,0.8,10.3,-1.2,-9.1,-1.8,-5.7,3.3,-0.3,1.3
CCNc1nc(Cl)nc(NC2CCCCC2)n1,-2.2,-4.4,3.9,-3.0,-1.0,-0.5,17.8,2.3,8.8
O=C(Nc1cccc(-c2nnc(-c3ccco3)o2)c1)c1ccccc1,-0.3,0.8,0.3,3.4,-1.6,0.6,1.6,0.1,-10.3
O=C(Cn1c(NCCO)nc2ccccc21)Nc1cccc(S(=O)(=O)N2CCCC2)c1,0.4,-3.3,-0.1,1.8,-4.2,4.8,2.0,0.9,-3.4
O=C(COC(=O)c1cc(S(=O)(=O)N2CCOCC2)ccc1Cl)NCCc1ccccc1,-0.4,-8.4,-0.6,10.2,-1.9,7.6,1.5,-8.6,-3.7
Cc1cc(C)cc(OCC(=O)Nc2ccc3c(c2)OCCO3)c1,-0.7,-1.2,1.3,-4.2,-1.3,6.2,-0.7,1.0,-8.4
COc1ccccc1N1C(=O)S/C(=C\c2ccc(C)s2)C1=O,x,-4.6,-0.6,1.8,1.6,-0.9,x,1.6,x
O=[N+]([O-])CC(=Nc1ccc(Cl)cc1)N/N=C\c1oc(O)c2ccccc12,-0.1,33.1*,-2.7,-4.3,0.5,2.5,6.7,x,-0.9
O=C(CCn1c(=S)[nH]c2ccccc2c1=O)Nc1cccc(Cl)c1,-0.9,-0.6,-0.9,-2.2,-3.9,5.4,-7.5,0.0,-3.5
O=C(NC(=S)Nc1cccc(Cl)c1Cl)C1CC1,0.1,-2.5,-1.5,-6.0,-5.1,12.4,2.4,0.4,3.8

# A second format for part of the listing above:
Molecule | BoNT-A LC inh2 | CCHF vOTU inh | PfHsp40 yeast | Yp Topo-I inh | FadD28 FP inh | PrPC TRFRET | BoNT-F LC inh | TcdB inh | Anthrax LF inh2
CCS(=O)(=O)N1CCN(c2ncnc3sc(C)c(C)c23)CC1 | 0.4 | -16.2 | -0.4 | -3.9 | 0.1 | -3.2 | 5.8 | 3.9 | -3.3
Cc1oc2cc(Br)c(O)c(Br)c2c1C(=O)c1ccccc1 | 2.8 | -3.7 | 5.6 | -6.7 | 2.4 | 5.3 | 9.7 | -1.2 | 0.3
